NSD2 block: inhibitors of human NSD2, primary screen, biochemical, plate reader, single point. 44,000 compounds, 0.07% hits. inhibition, % at 12.5 µM. Histone-lysine N-methyltransferase NSD2 (Homo sapiens), O96028. NSD2-SET H3K36me1 DELFIA fluorescence. AID 624260, 2012; in the data active = inhibition above about 54%, passing the limit was not always enough; inconclusive = no clear call, values can overlap the other calls;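 note: inhibitors reduce the monomethyl H3K36 fluorescence signal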
Target sequence (O96028 whole entry, looked up): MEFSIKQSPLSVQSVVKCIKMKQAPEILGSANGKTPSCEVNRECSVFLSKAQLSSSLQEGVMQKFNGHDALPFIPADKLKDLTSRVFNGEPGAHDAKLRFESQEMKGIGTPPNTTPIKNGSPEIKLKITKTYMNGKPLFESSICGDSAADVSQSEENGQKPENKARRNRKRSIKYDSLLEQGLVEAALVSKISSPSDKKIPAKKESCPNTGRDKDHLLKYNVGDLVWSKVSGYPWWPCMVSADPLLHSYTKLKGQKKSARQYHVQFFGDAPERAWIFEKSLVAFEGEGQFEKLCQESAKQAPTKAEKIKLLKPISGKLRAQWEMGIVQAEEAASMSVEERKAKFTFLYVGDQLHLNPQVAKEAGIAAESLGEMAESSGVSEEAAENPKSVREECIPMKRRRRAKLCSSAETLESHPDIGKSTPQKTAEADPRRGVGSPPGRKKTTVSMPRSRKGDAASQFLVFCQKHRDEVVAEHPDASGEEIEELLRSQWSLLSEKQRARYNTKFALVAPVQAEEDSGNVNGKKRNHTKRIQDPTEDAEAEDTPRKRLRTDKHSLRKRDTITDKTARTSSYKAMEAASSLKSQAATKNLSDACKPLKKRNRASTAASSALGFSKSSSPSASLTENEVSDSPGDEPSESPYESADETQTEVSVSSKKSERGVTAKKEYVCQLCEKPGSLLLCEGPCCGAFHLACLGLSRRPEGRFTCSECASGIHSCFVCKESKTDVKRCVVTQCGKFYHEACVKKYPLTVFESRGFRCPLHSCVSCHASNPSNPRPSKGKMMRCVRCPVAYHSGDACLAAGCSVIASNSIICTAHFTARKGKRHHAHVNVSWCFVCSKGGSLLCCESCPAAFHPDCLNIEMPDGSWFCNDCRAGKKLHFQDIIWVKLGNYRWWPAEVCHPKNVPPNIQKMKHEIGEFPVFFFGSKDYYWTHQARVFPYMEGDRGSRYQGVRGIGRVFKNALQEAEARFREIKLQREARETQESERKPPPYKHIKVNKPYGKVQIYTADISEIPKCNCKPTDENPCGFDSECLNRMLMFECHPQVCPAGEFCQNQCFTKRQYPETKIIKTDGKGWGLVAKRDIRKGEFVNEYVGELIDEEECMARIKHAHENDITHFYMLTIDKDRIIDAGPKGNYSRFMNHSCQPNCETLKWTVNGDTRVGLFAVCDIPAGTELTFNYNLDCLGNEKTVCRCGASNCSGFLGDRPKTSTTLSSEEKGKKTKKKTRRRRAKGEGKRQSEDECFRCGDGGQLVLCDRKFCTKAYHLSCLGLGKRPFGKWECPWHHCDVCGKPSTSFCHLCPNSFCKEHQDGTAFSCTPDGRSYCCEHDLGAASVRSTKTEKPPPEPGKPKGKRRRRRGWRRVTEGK
* marks the source's active call; other numbers are inactive results; ? = inconclusive.

A first look, three compounds:
SMILES | NSD2 block
C[C@H]1CN([C@@H](C)CO)C(=O)c2cc(C3=CCCC3)cnc2O[C@@H]1CN(C)Cc1ccccc1C(=O)O | -6
C[C@@H]1CN([C@@H](C)CO)C(=O)c2cc(NC(=O)CCC(F)(F)F)ccc2O[C@@H](C)CCCCO[C@H]1CN(C)Cc1ccc(Cl)c(Cl)c1 | -3
CC(C)NC(=O)N(C)C[C@@H]1Oc2ccc(NC(=O)CCC(F)(F)F)cc2C(=O)N([C@@H](C)CO)C[C@H]1C | 0

This part in full, from the first entry:
SMILES | NSD2 block
C[C@H]1CN([C@@H](C)CO)C(=O)c2cc(C3=CCCC3)cnc2O[C@@H]1CN(C)Cc1ccccc1C(=O)O | -6
C[C@@H]1CN([C@@H](C)CO)C(=O)c2cc(NC(=O)CCC(F)(F)F)ccc2O[C@@H](C)CCCCO[C@H]1CN(C)Cc1ccc(Cl)c(Cl)c1 | -3
CC(C)NC(=O)N(C)C[C@@H]1Oc2ccc(NC(=O)CCC(F)(F)F)cc2C(=O)N([C@@H](C)CO)C[C@H]1C | 0
C[C@@H]1CN([C@H](C)CO)S(=O)(=O)c2ccc(C#Cc3ccc(F)cc3)cc2O[C@@H]1CN(C)C(=O)CN(C)C | 44
C[C@H]1CCCCO[C@@H](CN(C)C(=O)Nc2ccc(C(F)(F)F)cc2)[C@@H](C)CN([C@@H](C)CO)C(=O)c2cc(N(C)C)ccc2O1 | -17
CN(C)C(=O)C[C@H]1C[C@@H]2c3cc(NC(=O)Nc4ccc(F)cc4)ccc3O[C@@H]2[C@@H](CO)O1 | -2
COc1ccc(CN(C)C[C@@H]2Oc3ccc(NC(=O)C4CCCCC4)cc3CC(=O)N([C@@H](C)CO)C[C@H]2C)cc1 | 10
Cc1noc(C)c1NC(=O)N(C)C[C@@H]1OCCCC[C@H](C)Oc2ccc(NS(C)(=O)=O)cc2C(=O)N([C@H](C)CO)C[C@@H]1C | -2
C[C@H]1CN([C@@H](C)CO)C(=O)Cc2cc(NC(=O)CCC(F)(F)F)ccc2O[C@H]1CN(C)Cc1ccncc1 | 4
CC12C=CC(=O)C=C1CCC1C2=CCC2(C)C1CC[C@@H]2C(=O)CN1CCN(c2cc(N3CCCC3)nc(N3CCCC3)n2)CC1 (stereo partly specified) | 2
CCOC(=O)N(C)C[C@H]1OCc2cnnn2CCCC(=O)N([C@H](C)CO)C[C@@H]1C | 14
COc1ccc(S(=O)(=O)N(C)C[C@H]2OCCCC[C@H](C)Oc3ccc(NC(=O)Nc4ccc5c(c4)OCO5)cc3C(=O)N([C@H](C)CO)C[C@H]2C)cc1 | -2
Cc1ccc(S(=O)(=O)N(C)C[C@H]2Oc3ccc(NC(=O)Cc4ccccc4)cc3CC(=O)N([C@H](C)CO)C[C@H]2C)cc1 | -6
CNC[C@@H]1Oc2c(NC(=O)c3cc(C)nn3C)cccc2C(=O)N([C@H](C)CO)C[C@@H]1C | 1
O=C1O[C@@H](c2ccccc2)[C@@H](c2ccccc2)N2[C@@H](c3ccc(O)cc3)[C@]3(C(=O)Nc4ccc(C#CCCO)cc43)[C@@H](C(=O)NC[C@H](O)c3ccccc3)[C@H]12 | 0
C[C@@H]1CN([C@@H](C)CO)C(=O)c2cc(N(C)C)ccc2O[C@@H](C)CCCCO[C@H]1CN(C)S(=O)(=O)c1cn(C)cn1 | -3
C[C@@H]1CN([C@@H](C)CO)C(=O)c2cccc(NS(=O)(=O)c3ccc(Cl)cc3)c2O[C@@H]1CN(C)C(=O)Nc1ccc(F)cc1 | 3
Cc1noc(C)c1S(=O)(=O)N(C)C[C@H]1Oc2ccc(NC(=O)Nc3ccccc3)cc2CC(=O)N([C@H](C)CO)C[C@H]1C | -1
C[C@H]1CN([C@@H](C)CO)S(=O)(=O)c2ccc(-c3cccc(C(=O)N(C)C)c3)cc2O[C@H]1CN(C)C(=O)Nc1ccc(F)cc1 | 10
CCC(=O)N(C)C[C@@H]1Oc2cc(C#CC3(O)CCCC3)ccc2S(=O)(=O)N([C@H](C)CO)C[C@@H]1C | ?

3 compounds already listed, arranged by formula weight, largest number first:
SMILES | NSD2 block
Cc1noc(C)c1S(=O)(=O)N(C)C[C@H]1Oc2ccc(NC(=O)Nc3ccccc3)cc2CC(=O)N([C@H](C)CO)C[C@H]1C | -1
C[C@@H]1CN([C@@H](C)CO)C(=O)c2cc(N(C)C)ccc2O[C@@H](C)CCCCO[C@H]1CN(C)S(=O)(=O)c1cn(C)cn1 | -3
COc1ccc(CN(C)C[C@@H]2Oc3ccc(NC(=O)C4CCCCC4)cc3CC(=O)N([C@@H](C)CO)C[C@H]2C)cc1 | 10

Carrying on.
SMILES | NSD2 block
C[C@H]1CN([C@@H](C)CO)C(=O)c2cc(C#Cc3ccccc3)cnc2O[C@H]1CN(C)Cc1ccccn1 | -2
COc1ccc(S(=O)(=O)Nc2ccc3c(c2)CC(=O)N([C@@H](C)CO)C[C@H](C)[C@H](CN(C)C(=O)Nc2ccccc2)O3)cc1 | -6
Cc1noc(C)c1NC(=O)N(C)C[C@@H]1Oc2ccc(NC(=O)c3ccncc3)cc2C(=O)N([C@@H](C)CO)C[C@@H]1C | 2
CCCC#Cc1cnc2c(c1)C(=O)N([C@@H](C)CO)C[C@H](C)[C@H](CN(C)C(=O)Cc1ccccc1)O2 | -2
COc1ccc(NC(=O)N(C)C[C@@H]2Oc3ccc(NC(=O)CCCN(C)C)cc3C(=O)N([C@@H](C)CO)C[C@@H]2C)cc1 | -1
CC(C)C#Cc1ccc2c(c1)O[C@@H](CN(C)C(=O)CN(C)C)[C@@H](C)CN([C@@H](C)CO)S2(=O)=O | 4
C[C@@H]1CN([C@H](C)CO)C(=O)c2cc(NS(=O)(=O)c3cccs3)ccc2O[C@H]1CN(C)C(=O)Nc1ccc(F)cc1 | 10
CC(C)(C)OC(=O)NC/C=N/NC(=O)CCCCCCC(=O)O | 5
COC(=O)CCCCCCC(=O)N/N=C/c1cccnc1Cl | -1
CCCC#Cc1cnc2c(c1)C(=O)N([C@@H](C)CO)C[C@@H](C)[C@H](CN(C)C(=O)c1cccnc1)O2 | -5
C[C@@H]1CN([C@H](C)CO)C(=O)c2cc(-c3cncnc3)cnc2O[C@@H]1CN(C)Cc1cncnc1 | 2
C[C@H](CO)N1C[C@H](C)[C@H](CN(C)Cc2ccc(C(F)(F)F)cc2)Oc2c(NC(=O)NC3CCCCC3)cccc2C1=O | 11
C[C@@H]1CN([C@@H](C)CO)S(=O)(=O)c2ccc(C#CCN(C)C)cc2O[C@@H]1CN(C)Cc1ccncc1 | -6
CNC[C@@H]1OCCCC[C@H](C)Oc2ccc(NC(=O)CCC(F)(F)F)cc2C(=O)N([C@@H](C)CO)C[C@@H]1C | 0
COCC#Cc1ccc2c(c1)O[C@H](CN(C)C(=O)CC1CC1)[C@H](C)CN([C@H](C)CO)S2(=O)=O | 1
O=C(C[C@@H]1C=C[C@H](NC(=O)C2CC2)[C@H](CO)O1)NCc1ccncc1 | 3
CCCC#Cc1cnc2c(c1)C(=O)N([C@@H](C)CO)C[C@H](C)[C@H](CN(C)C(=O)Cc1ccncc1)O2 | -2
C[C@H]1CN([C@@H](C)CO)C(=O)Cc2cc(NS(C)(=O)=O)ccc2O[C@@H]1CN(C)S(=O)(=O)c1ccc(Cl)cc1 | -2
C[C@@H]1CN([C@@H](C)CO)C(=O)c2cc(NC(=O)Nc3ccc(F)cc3)ccc2O[C@H]1CN(C)CC1CCCCC1 | -5
C[C@@H]1CCCCO[C@H](CN(C)S(=O)(=O)c2ccccc2)[C@@H](C)CN([C@H](C)CO)C(=O)c2cc(NC(=O)Nc3ccc4c(c3)OCO4)ccc2O1 | -1
C[C@@H]1CN([C@@H](C)CO)C(=O)CCCn2cc(nn2)CO[C@@H]1CN(C)C(=O)Nc1cccc(F)c1 | -1
C[C@@H]1CN([C@H](C)CO)C(=O)c2cc(-c3cccc(C(=O)N(C)C)c3)cnc2O[C@@H]1CN(C)S(=O)(=O)c1cccc(F)c1 | 5
CC(=O)N1Cc2ccccc2C[C@]2(N=C(c3ccc(OCCCO)cc3)O[C@@H]2c2ccccc2)C1=O | -8
C[C@@H]1CCCCO[C@H](CN(C)Cc2ccncc2)[C@H](C)CN([C@H](C)CO)C(=O)c2cc(NC(=O)Cc3ccccc3)ccc2O1 | 0
C[C@@H]1CCCCO[C@@H](CN(C)S(=O)(=O)c2ccc(F)cc2)[C@H](C)CN([C@@H](C)CO)C(=O)c2cc(N(C)C)ccc2O1 | 3
CC1CCN(S(=O)(=O)c2cn(CC(=O)N(C)Cc3ccccc3)c(=O)c3ccccc23)CC1 | 3
Cc1noc(C)c1NC(=O)Nc1ccc2c(c1)C(=O)N([C@@H](C)CO)C[C@H](C)[C@@H](CN(C)Cc1ccncc1)O2 | 0
C[C@H]1CN([C@@H](C)CO)C(=O)c2cc(C#CCN(C)C)cnc2O[C@@H]1CN(C)C(=O)c1cccnc1 | 5
C[C@@H]1CN([C@@H](C)CO)C(=O)Cc2cc(NC(=O)CCC(F)(F)F)ccc2O[C@@H]1CN(C)S(C)(=O)=O | 8
CC(C)NC(=O)Nc1ccc2c(c1)CC(=O)N([C@@H](C)CO)C[C@H](C)[C@H](CN(C)C(=O)Nc1cccc3ccccc13)O2 | 3
C[C@@H]1CN([C@@H](C)CO)C(=O)Cc2cc(NC(=O)CCCCCC(=O)Nc3ccccc3N)ccc2O[C@H]1CN(C)C(=O)Nc1ccccc1 | 2
COC(=O)C[C@@H]1C[C@H]2c3cc(N)ccc3O[C@H]2[C@H](CO)O1 | -2
COc1ccc(S(=O)(=O)N(C)C[C@H]2Oc3ccc(NS(=O)(=O)c4ccccc4)cc3CC(=O)N([C@H](C)CO)C[C@@H]2C)cc1 | 3
C[C@H](CO)N1C[C@H](C)[C@H](CN(C)C(=O)Nc2ccccc2)Oc2ccc(NC(=O)Cc3ccccc3)cc2CC1=O | 2
C[C@@H]1CN([C@@H](C)CO)C(=O)Cc2cc(NS(=O)(=O)c3cn(C)cn3)ccc2O[C@H]1CN(C)Cc1ccc(C(=O)O)cc1 | 0
C[C@@H]1CN([C@H](C)CO)C(=O)c2cc(C#Cc3ccccn3)cnc2O[C@H]1CN(C)C(=O)c1ccccn1 | -2
Cc1ccc(OC(=O)N(C)C[C@@H]2OCc3cn(nn3)CCCC(=O)N([C@@H](C)CO)C[C@H]2C)cc1 | 9
C[C@@H]1CN([C@H](C)CO)C(=O)c2cccc(NC(=O)c3ccc(-c4nccs4)cc3)c2O[C@H]1CN(C)Cc1ccncc1 | 0
CC(=O)N(C)C[C@@H]1Oc2ncc(-c3ccc(C)cc3)cc2C(=O)N([C@@H](C)CO)C[C@@H]1C | 5
C[C@H](CO)N1C[C@H](C)[C@H](CN(C)S(C)(=O)=O)Oc2ccc(NS(=O)(=O)c3ccccc3)cc2CC1=O | 1

Fetched by structure from above:
SMILES | NSD2 block
CCC(=O)N(C)C[C@@H]1Oc2cc(C#CC3(O)CCCC3)ccc2S(=O)(=O)N([C@H](C)CO)C[C@@H]1C | ?
C[C@@H]1CN([C@H](C)CO)C(=O)c2cccc(NC(=O)c3ccc(-c4nccs4)cc3)c2O[C@H]1CN(C)Cc1ccncc1 | 0

(cont.)
SMILES | NSD2 block
C[C@@H]1CN([C@@H](C)CO)C(=O)c2cccc(NC(=O)Nc3ccc(C(F)(F)F)cc3)c2O[C@H]1CN(C)Cc1ccncc1 | -4
C[C@H](CO)N1C[C@H](C)[C@H](CN(C)C(=O)c2ccccc2F)Oc2ncc(-c3cncnc3)cc2C1=O | 1
COC(CC(c1c(O)cc2cc(C)oc(=O)c2c1O)c1c(O)cc2cc(C)oc(=O)c2c1O)C(=O)O (stereo unspecified) | 11
CCCOc1ccc(Oc2nc(NCC)nc(OC)n2)nn1 | -2
Cc1noc(C)c1NC(=O)N(C)C[C@H]1OCCCC[C@@H](C)Oc2ccc(NS(=O)(=O)c3cn(C)cn3)cc2C(=O)N([C@H](C)CO)C[C@@H]1C | -4
O=C(CC1CC1)Nc1ccc2c(c1)[C@H]1C[C@H](CC(=O)N3CCOCC3)O[C@H](CO)[C@H]1O2 | -14
CC1(C)C(=O)[C@@H]2O[C@@H]2[C@@]2(C)C1CC(=O)[C@]1(C)C2CC[C@@]2(C)[C@H](c3ccoc3)OC(=O)[C@H]3O[C@]321 (stereo partly specified) | 5
C[C@H]1CCCCO[C@@H](CN(C)C(=O)C2CCCCC2)[C@@H](C)CN([C@@H](C)CO)C(=O)c2cc(NC(=O)Cc3ccccc3)ccc2O1 | -1
C[C@H](CO)N1C[C@H](C)[C@H](CN(C)Cc2ccc(C(F)(F)F)cc2)OCCCC[C@H](C)Oc2ccc(NC(=O)c3ccccc3)cc2C1=O | -1
COc1ccc(S(=O)(=O)N(C)C[C@@H]2Oc3ccc(NC(=O)Nc4c(C)noc4C)cc3C(=O)N([C@H](C)CO)C[C@H]2C)cc1 | 1
COc1ccc(S(=O)(=O)Nc2ccc3c(c2)C(=O)N([C@H](C)CO)C[C@@H](C)[C@H](CN(C)C)OCCCC[C@@H](C)O3)cc1 | -3
CNC[C@H]1Oc2c(NC(=O)Nc3ccc(OC)cc3)cccc2C(=O)N([C@@H](C)CO)C[C@H]1C | -9
CC(=O)N(C)C[C@H]1Oc2ncc(-c3cccnc3)cc2C(=O)N([C@@H](C)CO)C[C@H]1C | -2
C[C@H]1CN([C@@H](C)CO)C(=O)c2cccc(NC(=O)C3CCOCC3)c2O[C@H]1CN(C)Cc1ccc(C(=O)Nc2ccccc2N)cc1 | -1
COc1ccc(S(=O)(=O)N(C)C[C@H]2OCCCC[C@@H](C)Oc3ccc(NS(=O)(=O)c4ccc(F)cc4)cc3C(=O)N([C@@H](C)CO)C[C@H]2C)cc1 | -6
C[C@H](CO)N1C[C@H](C)[C@@H](CN(C)C(=O)CC2CC2)Oc2cc(-c3cncnc3)ccc2S1(=O)=O | 4
COc1ccc(NC(=O)N(C)C[C@@H]2OCCCC[C@@H](C)Oc3ccc(NC(=O)NC(C)C)cc3C(=O)N([C@H](C)CO)C[C@H]2C)cc1 | 4
C[C@@H]1CN([C@@H](C)CO)S(=O)(=O)c2ccc(C#Cc3ccccn3)cc2O[C@@H]1CN(C)C(=O)C1CC1 | -4
C[C@H]1CN([C@@H](C)CO)C(=O)Cc2cc(NC(=O)NC3CCCCC3)ccc2O[C@@H]1CN(C)Cc1ccc(C(=O)O)cc1 | 2

Compound activity from PubChem BioAssay.

Not all compounds are listed. The share of hits here may be higher or lower than overall.
